High-throughput results (PubChem)
MBD2 DNA inh: blocks human MBD2 binding to methylated DNA. Q9UBB5. TR-FRET, MBD2 binding to methylated oligonucleotide. inhibition, % at 4.4 µM. 370,000 compounds, 0.31% hits. AID 686964; in the data active = inhibition above about 13%
Target sequence (Q9UBB5 whole entry, looked up): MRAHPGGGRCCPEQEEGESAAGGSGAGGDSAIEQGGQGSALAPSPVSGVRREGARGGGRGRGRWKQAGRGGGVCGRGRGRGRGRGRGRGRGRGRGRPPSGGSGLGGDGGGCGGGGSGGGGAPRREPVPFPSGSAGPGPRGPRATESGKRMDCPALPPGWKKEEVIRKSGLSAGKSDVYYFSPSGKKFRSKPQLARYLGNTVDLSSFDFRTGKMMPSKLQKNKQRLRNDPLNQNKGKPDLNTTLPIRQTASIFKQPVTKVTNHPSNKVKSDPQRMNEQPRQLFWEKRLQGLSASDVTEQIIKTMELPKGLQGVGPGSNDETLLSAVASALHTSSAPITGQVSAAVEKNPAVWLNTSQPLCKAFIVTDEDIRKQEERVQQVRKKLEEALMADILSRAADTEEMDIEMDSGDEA
PRMT1 inh: PRMT1 (human) inhibition, primary screen; Q99873; recombinant PRMT1, activity-based probe fluorescence polarization; inhibition, % at 2.79 µM; 370,000 compounds, 1.3% hits;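 active = inhibition above about 21% made by adding two undisclosed values, limit read from the data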
TCR-CD3 inh: inhibitors of human TCR-CD3 interaction. 360,000 compounds, 0.37% hits. inhibition, % at 9.4 µM. AID 651800. TAMRA-labeled TCR probe fluorescence, biochemical; in the data active = inhibition above about 19%;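 also: recombinant mutant TCR 2C K166C tagged with TAMRA read by polarization; 0% = receptor in buffer alone and 100% = receptor with positive control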
GC-B act: GC-B (human) receptor activation; P20594; HEK293-GC-B cells, CNP EC30, cGMP TR-FRET; 0% at EC30 CNP, 100% saturating CNP; activation, % at 10 µM; 370,000 compounds, 0.11% hits; AID 1920062;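 active = activation at 10 µM reaching about 35% in either raw or pattern-adjusted values, limit read from the data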
HTRA1 inhibitor: blocks human HTRA1 serine peptidase; recombinant HTRA1, FP-rhodamine activity-based probe, fluorescence polarization; Q92743; inhibition, % at 5.96 µM; 340,000 compounds, 0.5% hits; in the data active = inhibition above about 36%;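 also: 0% = enzyme with DMSO and 100% = wells lacking enzyme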
SIAE primary: blocks human sialic acid acetylesterase; SIAE FP-Rh probe binding, fluorescence polarization; inhibition, % at 9.66 µM; 370,000 compounds, 0.69% hits;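 active = inhibition above a cutoff: mean of compounds within the control limits plus 3 SD of those, cut at about 17% in these data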;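 also: 0% = plate median of compound wells and 100% = probe without SIAE protein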
mABHD4 FP: ABHD4 (mouse) inhibition, primary FP screen. Q8VD66. purified mABHD4, FP-Rh probe fluorescence polarization. inhibition, % at 8.92 µM. 370,000 compounds, 0.54% hits;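 active = inhibition exceeding the mean over every tested compound plus 3 SD, cut at about 30% in these data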;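 also: 0% = plate median of compound wells and 100% = S159A mutant with DMSO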
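assay system = mABHD4 protein | compound dosing = single nominal dose of 8.92 µM, 0.89% DMSO final | read-out basis = percent inhibition of probe binding, normalized to plate controls | schedule = Enzyme–compound pre-incubation 45 min, then probe 60 min, both 25 °C | detection = fluorescence polarization, excitation 525 nm, emission 598 nm, BODIPY TMR filters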
TDP2 inh: blocks human TDP2 phosphodiesterase activity | recombinant TDP2, T5PNP hydrolysis, p-nitrophenol absorbance 415 nm | AID 720702 | O95551 | 370,000 compounds, 0.34% hits | inhibition, % at 12.8 µM;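 active = inhibition above the mean of all tested compounds plus 3 SD, set per campaign, cut at about 25% in these data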;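 also: 0% = DMSO with enzyme and 100% = buffer with substrate but no TDP2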
Target sequence (O95551 whole entry, looked up): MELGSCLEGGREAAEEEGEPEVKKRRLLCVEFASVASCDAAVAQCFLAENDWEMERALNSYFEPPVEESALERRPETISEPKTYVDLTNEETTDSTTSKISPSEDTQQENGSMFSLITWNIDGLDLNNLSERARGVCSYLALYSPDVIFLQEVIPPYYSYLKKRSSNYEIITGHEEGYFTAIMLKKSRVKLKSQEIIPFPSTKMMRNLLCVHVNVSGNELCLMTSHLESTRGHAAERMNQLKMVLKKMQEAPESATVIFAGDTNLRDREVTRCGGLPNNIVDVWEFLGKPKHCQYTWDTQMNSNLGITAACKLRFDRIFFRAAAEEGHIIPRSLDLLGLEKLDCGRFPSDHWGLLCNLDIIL
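System – recombinant human TDP2 · Amount – 120 nM TDP2 per well · Buffer or medium – Mg2+-containing Tris-HCl buffer, pH 7.5 · Reagent – T5PNP substrate, 5 mM · Dosing – 12.8 µM single point, 1% DMSO · Incubation – 2 h at 37 °C · Measured by – epi absorbance · Read-out basis – percent inhibition · Benchmarks – high control without enzyme, low control DMSO plus TDP2 · Repeats – singlicate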
LEDGF integ inh: blocks HIV-1 LEDGF/p75-dependent DNA integration; TR-FRET IN-LEDGF/p75 DNA integration, Eu/Cy5; inhibition, % at 3.7 µM; 370,000 compounds, 0.64% hits; AID 743269;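 active = inhibition above the screen-wide mean plus 3 SD, cut at about 13% in these data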;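 also: signal is the Cy5 over europium emission ratio at 671 and 618 nm; 0% = plate median of compound wells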
rCAG binder: molecules binding r(CAG) RNA repeats. inhibition, % at 3 µM. 370,000 compounds, 1.3% hits. r(CAG) RNA repeat, TO-PRO-1 dye displacement fluorescence;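 active = inhibition above the plate cutoff, the mean of all test compounds on that plate plus 3 SD, cut at about 35% in these data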;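 also: 0% = DMSO alone and 100% = 100 µM mitoxantrone as full dye displacement; higher means more dye released from RNA so lower well fluorescence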
* marks the source's active call; other numbers are inactive results; nt = no result given.

SMILES | MBD2 DNA inh | PRMT1 inh | TCR-CD3 inh | GC-B act | HTRA1 inhibitor | SIAE primary | mABHD4 FP | TDP2 inh | LEDGF integ inh | rCAG binder
Cc1ccc2c(c1)N(C(=O)CCC(=O)N1CCC3(CC1)OCCO3)CCO2 | 3 | -1 | 7 | -1 | 4 | 11 | -2 | 5 | 2 | -5
Cc1ccc(N)c(N)c1 | 0 | -3 | -4 | -7 | -16 | 6 | 3 | -2 | -5 | 2
O=C1OCCC1C(=O)c1ccccc1 (stereo not drawn) | 1 | -3 | 4 | 1 | 1 | 1 | -3 | 3 | 1 | 0
Cc1cc(C(=O)Nc2ccccc2)nn1C(C)(C)C | 3 | 3 | -3 | 3 | 3 | -2 | -1 | 2 | -2 | 3
Cc1ccc(Cn2c(C)c3cnn(CC(=O)N4CCC5(CC4)OCCO5)c(=O)c3c2C)cc1 | -2 | 7 | -2 | 4 | 3 | 11 | -9 | -6 | 4 | -1
O=C(CCN1CCCCC1)Nc1ccc(Cl)cc1C(=O)c1ccccc1 | -2 | 6 | -7 | -3 | -12 | 3 | 3 | 2 | 2 | 6
CCCCOc1ccc(CC2C(=O)N(C)C(=O)N(C)C2=O)cc1 | 6 | 5 | -4 | 1 | 1 | -2 | -9 | -11 | 4 | -1
O=C1C(Br)C2CCC1C2C(=O)O (stereo not drawn) | 1 | 1 | 7 | 3 | 3 | -5 | 5 | -4 | -4 | 2
O=C(NC1CC2CCCC(C1)N2)c1ccccc1 (stereo not drawn) | 10 | 6 | -8 | -1 | 1 | -4 | -5 | -9 | 5 | -3
COc1ccc(CN2Cc3cnnn3-c3ccccc3C2C)cc1 (stereo not drawn) | 3 | -1 | 7 | 2 | 1 | 6 | 7 | -5 | 4 | 2
Nc1nnc(CCN2CCCCC2)s1 | 2 | -1 | 6 | -11 | 3 | -5 | -1 | 1 | 0 | 1
Cc1cccc(C#N)c1 | 0 | 1 | 8 | -13 | 5 | 0 | -5 | -5 | 0 | 2
COc1ccc(CCNCc2ccc(SC)cc2)cc1 | -6 | -2 | 6 | 0 | nt | -4 | -4 | -7 | -4 | 3
Cc1cc(Cl)ccc1C(=O)C1CCCN(Cc2ccon2)C1 (stereo not drawn) | 1 | -5 | 9 | -1 | 1 | -5 | -7 | -7 | 0 | -6
CC(=O)O[C@@H]1[C@H]2CC[C@@H]3[C@]1(C[C@@H](OC(C)=O)[C@@]1(O)C([C@@H]4O[C@@H]4C1(C)C)[C@]3(C)O)C[C@@]2(C)O (stereo partly drawn) | -1 | -3 | -1 | 6 | 1 | 4 | 0 | 7 | 0 | 3
CC1CC=CCC12C(=O)NC(=S)NC2=O (stereo not drawn) | -2 | -3 | 0 | 2 | 2 | -2 | -7 | -4 | 2 | -1
O=C(CCc1ccc(O)cc1)N1C[C@H]2C[C@@H](C1)c1cccc(=O)n1C2 | -3 | 1 | 10 | -1 | 1 | 7 | 2 | 0 | 2 | -2
C[C@H]1CC2C3CC=C4C[C@@H](O)CC[C@]4(C)C3CC[C@]2(C)[C@H]1O (stereo partly drawn) | 0 | -5 | -7 | 3 | -8 | -1 | -6 | -14 | 2 | -1
COC(=O)C1=C(c2ccc(OC(F)(F)F)cc2)C[C@@H]2CC[C@H]1N2C(=O)NC(C)C | 0 | 3 | -4 | 6 | -4 | 6 | 7 | -5 | -1 | -7
Cc1ccc(NP(=O)(Oc2ccccc2F)Oc2ccccc2F)cc1 | -2 | -4 | 3 | -6 | -61 | -9 | -20 | 2 | 2 | -4
O=C1CC(=O)N(c2cccc(F)c2)C(=O)N1 | -6 | 6 | 2 | 7 | 2 | 4 | 0 | 9 | 4 | -2
C(=NC1CCCCC1)c1c[nH]c2ccccc12 | -1 | -1 | -4 | -4 | 1 | -3 | -8 | 2 | 0 | 0
CC[N+](CC)(CC)CCCOC(=O)C(O)(c1ccccc1)C1CCCCC1 (stereo not drawn) | -1 | 0 | 3 | -2 | -3 | -2 | 6 | 6 | -1 | 6
O=C(O)C1(Br)CC12c1ccccc1-c1ccccc12 (stereo not drawn) | -2 | -2 | 3 | 1 | -14 | -1 | -1 | 2 | -3 | 8
O=c1[nH]c(=O)n(-c2ccccc2)c(O)c1N=Nc1ccc(Br)cc1 | 4 | 4 | -1 | -5 | 0 | 3 | 8 | -4 | -1 | 2
O=C1NC(=O)N(c2ccc3c(c2)OCO3)C(=O)/C1=C\c1ccsc1 | 0 | 3 | -8 | -2 | nt | -5 | 7 | -8 | 3 | 4
CCC(=NCc1ccco1)c1c(O)n(-c2ccccc2)c(=O)[nH]c1=O | -6 | -1 | 3 | 7 | -8 | 5 | -2 | -11 | 2 | 0
O=c1cc(CN2CC=C(c3ccccc3)CC2)c2c(ccc3ccccc32)o1 | 2 | 1 | 5 | 5 | -10 | 0 | 3 | 10 | -2 | 10
Clc1cccc(N2CCNCC2)n1 | 1 | 3 | 6 | 1 | 1 | -6 | 0 | 6 | -1 | -1
COc1ccc(-c2[nH]ncc2CNC(C)Cc2cccc(C)n2)cc1F (stereo not drawn) | -1 | 1 | 2 | -7 | 6 | 1 | 6 | 2 | 1 | -3
CCn1ccnc1CN1CCCC(C(=O)c2cccc(C(F)(F)F)c2)C1 (stereo not drawn) | -2 | -1 | -1 | -6 | -4 | -1 | 1 | -22 | 5 | -4
CCC(CC)N1CCN(C(=O)Cc2ccccc2)CC1 | 0 | 2 | -5 | 2 | 4 | 0 | 8 | 11 | -1 | -3
CC1(C)CC(CCNCc2ccc3c(c2)OCO3)(Cc2ccccc2)CCO1 (stereo not drawn) | 2 | -2 | 2 | -14 | 1 | 3 | 0 | 7 | -1 | -5
CCCNS(=O)(=O)c1ccc(OCC(=O)N2CCN(Cc3ccc4c(c3)OCO4)CC2)c(C)c1 | -3 | 0 | 2 | 1 | 0 | 4 | 5 | 10 | 0 | -5
O=C(c1cc(F)ccc1F)C1CCCN(Cc2cc(Cl)ccc2O)C1 (stereo not drawn) | 2 | -1 | -2 | 4 | -10 | 1 | -2 | -4 | 1 | -6
O=C(C1CC(=O)N(C2CCCCC2)C1)N1CCC2(CC1)OCCO2 (stereo not drawn) | 2 | 0 | 3 | 3 | 5 | 2 | -1 | -10 | -1 | 1
CNC(=O)OCCc1nccn1C | 5 | 2 | -7 | 5 | 2 | 4 | -2 | 7 | 4 | 0
COc1c(C)cc(C(=O)C2CCCN(C3CCOCC3)C2)cc1C (stereo not drawn) | 3 | -2 | 5 | 6 | -4 | 13 | 8 | 8 | -3 | -4
OC(C#CCN1CCOCC1)(c1ccccc1)C1CCCC1 (stereo not drawn) | -3 | 10 | 2 | -1 | 2 | 4 | -1 | -16 | 3 | -3
C=CC[N+]1(C)CC[C@]23c4c5ccc(O)c4O[C@H]2C(=O)CC[C@@]3(O)[C@H]1C5 (stereo partly drawn) | 0 | -1 | 1 | 2 | 2 | 4 | 6 | 0 | -1 | 1
CCN1CCN(c2cc(=O)n3ccccc3n2)CC1 | -2 | -1 | -2 | 3 | 10 | -2 | -2 | 4 | 3 | -1
COc1ccc(C(=O)C2CN(C)CC2c2ccc(Cl)cc2)cc1 (stereo not drawn) | 5 | -1 | 4 | -16 | -11 | 0 | -3 | -6 | 0 | -10
CNC(=O)Oc1cccc(-c2cn3cc(Cl)ccc3n2)c1 | 4 | -4 | 2 | 2 | -2 | 9 | -9 | -12 | 1 | -1
CCOC(=O)C(O)(c1ccc(NC(=O)c2ccco2)c(OC)c1)C(F)(F)F (stereo not drawn) | -3 | 3 | -4 | 4 | 7 | 2 | -7 | 4 | 1 | -5
COc1ccc(CNCC(=O)N2CCC3(CC2)OCCO3)cc1 | 2 | 0 | 9 | -5 | 3 | 0 | 6 | 14 | 1 | -3
COc1c(OP2(=S)OCC(C)(C)CO2)cnn(C2CCCCC2)c1=O | -5 | 0 | -3 | 5 | nt | 4 | 29 | 2 | 0 | -1
COc1ccc(-n2c(O)c(/C=C/C=Nc3ccccc3)c(=O)[nH]c2=O)cc1 | -13 | -105 | -19 | -3 | -7 | -19 | -19 | -7 | 1 | -171
c1cc(OCCN2CC2)ccn1 | 3 | 1 | -6 | 2 | 3 | -6 | -12 | -4 | -2 | 0
CC(=O)Nc1ccccc1OC(=O)N(C)C | 3 | 7 | -1 | 4 | -5 | -2 | -3 | -5 | 1 | 0
O=C1C(=O)c2cccc3cccc1c23 | -6 | 0 | -2 | 1 | -6 | -1 | 13 | 6 | 4 | 1
Cc1cc(/C=C2/C(=O)NC(=O)N(Cc3ccco3)C2=O)c(C)n1-c1ccccc1O | -6 | 9 | 7 | -13 | -11 | -18 | -5 | -11 | 26* | 17
N#Cc1cc2c(nc1SCC(=O)Nc1ccc(Cl)cc1)C1CCN2CC1 | -2 | 0 | -4 | 1 | 1 | -5 | 0 | -1 | -2 | -3
CC1=Nc2ccccc2/C1=C/c1c(O)n(C)c(=O)[nH]c1=O | -4 | 11 | -2 | -1 | 2 | 5 | 0 | -5 | 0 | -1
COC(=O)CSC1=NN1c1cc(C)nc(N)n1 | -2 | -6 | -2 | -4 | 6 | -1 | 0 | 0 | -1 | 1
CC(C)CN(CC(C)C)c1ccc(C=C2C(=O)NC(=S)NC2=O)cc1[N+](=O)[O-] | -2 | 17 | -7 | -1 | -24 | 10 | 11 | 0 | 5 | 12
O=C(COc1ccccc1)N1CCN(CCN2C(=O)c3cccc4cccc(c34)C2=O)CC1 | 2 | -1 | 5 | 1 | -5 | 2 | 2 | -1 | 0 | -4
COc1ccc(C2C=C(C)Oc3c2c(=O)oc2ccccc32)cc1OC (stereo not drawn) | -6 | 1 | 6 | 0 | -16 | 4 | 5 | -5 | -7 | 8
CCCCOP(=O)(CN1CCOCC1)OCCCC | 4 | 1 | 8 | -4 | -5 | -1 | -3 | 7 | 0 | -5
Cc1nc2ccc(Cl)cc2c(=O)n1-c1ccc([N+](=O)[O-])cc1 | -6 | 2 | -6 | -4 | -1 | -6 | -2 | 7 | 2 | 0
O=C(O)Cn1cc(C(=O)c2ccccc2F)c2ccccc21 | 2 | 9 | -5 | 8 | 3 | 0 | 5 | 6 | -5 | -1
COc1ccc2nc(-c3ccc(CN4CCC(n5c(=O)[nH]c6ccccc65)CC4)cc3)c(-c3ccccc3)nc2c1 | 2 | -4 | -3 | 8 | nt | -11 | 0 | 1 | -5 | 14

Structures shown so far containing a nitro group on carbon (two):
SMILES | MBD2 DNA inh | PRMT1 inh | TCR-CD3 inh | GC-B act | HTRA1 inhibitor | SIAE primary | mABHD4 FP | TDP2 inh | LEDGF integ inh | rCAG binder
CC(C)CN(CC(C)C)c1ccc(C=C2C(=O)NC(=S)NC2=O)cc1[N+](=O)[O-] | -2 | 17 | -7 | -1 | -24 | 10 | 11 | 0 | 5 | 12
Cc1nc2ccc(Cl)cc2c(=O)n1-c1ccc([N+](=O)[O-])cc1 | -6 | 2 | -6 | -4 | -1 | -6 | -2 | 7 | 2 | 0

Not all compounds are listed; count on the stated rates, not on these rows.
